Source: PubChem (several laboratories)
MEKK2mut PB1 HTS: signal of MEK5 binding to mutant human MEKK2 PB1 domain; bead flow cytometry, Alexa488-MEK5 binding to MEKK2 mutant; percent response, % at 10 µM; 0.35% of 290,000 active; in the data active = percent response above about 24%, passing the limit was not always enough; note: inactives centre near 1; some results filed as inactive read as strong as hits; reference of the scale not given here
p-CIP stab down: lowers stability of the mouse p/CIP coactivator protein; 0.01% of 290,000 active; Q05BA5; F442A p/CIP-EGFP cells, EGFP fluorescence, 16 h; decrease of EGFP signal, % at 10 µM;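 active = EGFP signal decrease of at least 30% at 10 µM or well 3 SD below plate mean, unless failing retest; inactive = the rest, including hits failing retest or dose response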; note: some compounds called inactive have numbers as strong as hits; many of its hits are not listed in these tables
Target sequence (Q05BA5 1-1403): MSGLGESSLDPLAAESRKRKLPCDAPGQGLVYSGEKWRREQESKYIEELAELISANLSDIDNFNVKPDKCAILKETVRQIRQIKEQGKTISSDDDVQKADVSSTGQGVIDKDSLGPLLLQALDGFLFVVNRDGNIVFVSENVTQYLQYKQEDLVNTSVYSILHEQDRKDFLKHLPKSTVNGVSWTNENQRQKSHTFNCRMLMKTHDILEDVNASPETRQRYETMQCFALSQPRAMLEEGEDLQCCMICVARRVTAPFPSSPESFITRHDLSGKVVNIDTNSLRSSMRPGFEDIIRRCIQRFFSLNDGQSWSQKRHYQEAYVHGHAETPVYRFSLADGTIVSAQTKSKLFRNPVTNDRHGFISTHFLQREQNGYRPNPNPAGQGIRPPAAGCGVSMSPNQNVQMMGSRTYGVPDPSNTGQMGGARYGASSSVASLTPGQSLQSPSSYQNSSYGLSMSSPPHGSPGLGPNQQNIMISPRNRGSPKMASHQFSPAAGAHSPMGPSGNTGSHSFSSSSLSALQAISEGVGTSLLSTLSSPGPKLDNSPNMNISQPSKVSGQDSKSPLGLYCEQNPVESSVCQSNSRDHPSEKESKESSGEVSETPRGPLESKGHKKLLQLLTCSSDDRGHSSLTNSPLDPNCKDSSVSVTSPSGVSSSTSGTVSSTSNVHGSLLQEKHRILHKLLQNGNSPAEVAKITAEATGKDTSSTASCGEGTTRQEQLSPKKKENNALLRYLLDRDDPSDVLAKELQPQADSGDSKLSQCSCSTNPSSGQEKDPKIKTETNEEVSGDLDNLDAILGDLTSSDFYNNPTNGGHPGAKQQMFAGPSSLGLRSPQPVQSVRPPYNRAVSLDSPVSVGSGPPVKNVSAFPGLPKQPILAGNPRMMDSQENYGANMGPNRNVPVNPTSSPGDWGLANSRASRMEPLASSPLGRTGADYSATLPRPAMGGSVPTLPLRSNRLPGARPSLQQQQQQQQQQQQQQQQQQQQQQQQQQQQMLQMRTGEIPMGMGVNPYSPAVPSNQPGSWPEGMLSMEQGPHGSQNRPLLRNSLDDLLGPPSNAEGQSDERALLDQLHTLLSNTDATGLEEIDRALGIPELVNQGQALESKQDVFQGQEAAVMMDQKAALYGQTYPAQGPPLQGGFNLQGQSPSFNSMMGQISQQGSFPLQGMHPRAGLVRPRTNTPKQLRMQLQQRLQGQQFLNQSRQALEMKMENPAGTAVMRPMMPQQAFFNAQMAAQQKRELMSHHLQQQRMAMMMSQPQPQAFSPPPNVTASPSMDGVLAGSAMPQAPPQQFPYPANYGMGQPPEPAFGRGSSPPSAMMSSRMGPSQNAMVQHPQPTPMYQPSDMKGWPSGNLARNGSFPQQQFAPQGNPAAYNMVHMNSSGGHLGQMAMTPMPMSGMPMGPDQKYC
IDE inh: inhibits human insulin-degrading enzyme in HEK cells; 0.41% of 320,000 active; P14735; FAbetaB cleavage, fluorescence polarization; inhibition, % at 5.59 µM;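 active = percent inhibition above the average of all tested compounds plus 3 SD, set per screening campaign, cut at about 16% in these data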;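 note: IDE supplied by intact live HEK cells; FP after avidin binding of uncleaved biotin substrate so inhibition keeps polarization high; 0% = DMSO wells and 100% = 60 µM reference IDE inhibitor Ii1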
MEKK2 WT-MEK5: raises or lowers MEK5 binding to wildtype human MEKK2 PB1 domain; bead flow cytometry, Alexa488-MEK5 binding to MEKK2 WT; actives lie on both sides; binding response (% of control), % at 10 µM; 1.1% of 290,000 active; AID 1531; in the data active = binding response below about 67% or above about 130%
NALP1 inh: blocks the NALP1 inflammasome reconstituted in yeast; AID 2071; inhibition, % at 10 µM; S. cerevisiae NALP1/ASC/caspase-1 growth, X-gal OD620, 72 h; 0.61% of 280,000 active; in the data active = inhibition mostly above about 24%, no sharp cut-off; inactive = mostly below about 32%; note: some compounds called inactive have numbers as strong as hits
MEKK3 PB1 HTS: MEKK3-MEK5 PB1 interaction, increase or decrease; 1.4% of 290,000 active; bead-based flow cytometry, Alexa488-MEK5 binding to MEKK3; actives lie on both sides; 0 = blocked by unlabeled MEK5, 100 = vehicle; Q99759; AID 1529; binding response (% of control), % at 10 µM;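 active = binding response more than 3 SD above or below the average of its plate-row segment, actives on both sides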;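 note: Alexa488 bead fluorescence after subtracting the streptavidin-only scavenger bead signal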
M18AAP inhibitor: blocks P. falciparum M18 aspartyl aminopeptidase. recombinant PfM18AAP, H-Glu-NHMec fluorogenic cleavage. inhibition, % at 7.35 µM. 1.2% of 290,000 active. AID 1822;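 active = inhibition above the campaign mean inhibition over all tested compounds plus 3 SD, cut at about 28% in these data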;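 note: 0% = plate median of test compound wells and 100% = 2 mM ZnCl2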
IDE cell activ: boosts human insulin-degrading enzyme activity in HEK cells. P14735. FAbeta-B cleavage, fluorescence polarization; 0% vehicle, 100% cell-free pure enzyme wells. activation, % at 5.96 µM. 0.073% of 340,000 active. AID 493087;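 active = activation above the mean of all tested compounds plus 3 SD, set per screening campaign, cut at about 17% in these data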
SUMO HTRF inh: inhibitors of human SUMOylation (UBC9). P63279. HTRF SUMOylation assay, SAE1/SAE2 + UBC9, in vitro. inhibition, % at 35 µM. 0.36% of 290,000 active; in the data active = inhibition above about 50%, passing the limit was not always enough; note: strong numbers were not always called active
An asterisk follows results filed as active; x = not tested or not shown; [ ] = another dose, or the depositor's remark. These rows are one share of the data; rates above refer to the full screens.

SMILES	MEKK2mut PB1 HTS	p-CIP stab down	IDE inh	MEKK2 WT-MEK5	NALP1 inh	MEKK3 PB1 HTS	M18AAP inhibitor	IDE cell activ	SUMO HTRF inh
NC(=O)COc1c(-c2ccc(Br)o2)oc2ccccc2c1=O	2.0	-23.6	-3.1	103.0	-0.1	99.0	-2.1	3.0	12.1
COc1cc(/C=C/C(=O)O)cc(S(=O)(=O)Nc2cc(Cl)c(Cl)cc2Cl)c1OC	-5.0	6.4	3.2	96.0	14.3	100.0	-2.5	-3.5	25.2
O=C1CCCc2nc(N3CCN(C(=O)c4ccco4)CC3)ncc21	8.0	5.4	3.2	108.0	3.0	102.0	-1.7	-1.8	-8.3
O=C(Nc1ccccc1)C1=C[C@H](c2ccc(C(F)(F)F)cc2)C[C@H](OCc2ccc(CO)cc2)O1	-1.0	2.6	-1.7	73.0	-3.2	83.0	x	x	-38.8
O=C(NCC(F)(F)F)c1nn(Cc2ccccc2)c(=O)c2ccccc12	-4.0	-3.2	0.6	100.0	12.6	102.0	7.5	3.0	-4.5
O=C(CNS(=O)(=O)c1ccccc1)NCC(=O)N1CCCCC1	0.0	6.4	5.4	102.0	x	100.0	-1.2	2.0	1.1
O=C(Nc1ccc(S(=O)(=O)Nc2ccccc2)cc1)C1COc2ccccc2O1 (stereo unspecified)	-3.0	-4.3	-4.8	92.0	-6.5	98.0	-7.3	-0.4	-5.6
CN(C)c1nc(-c2cccnc2)nc(-c2ccccc2)c1C#N	0.0	-9.1	x	99.0	13.0	98.0	0.3	-8.2	20.4
O=S(=O)(Cc1ccccc1)N1CCCC(c2nc(-c3ccc(F)cc3)no2)C1 (stereo unspecified)	4.0	-1.4	4.1	107.0	3.0	106.0	-24.4	-8.9	-0.5
O=C1N[C@@H](Cc2ccccc2)C(=O)N1CCN1CCOCC1	-2.0	6.2	-4.3	94.0	-12.0	94.0	-3.7	4.2	16.2
O=S(=O)(c1ccc(-c2nc3ccccc3s2)cc1)N1CCCC1	0.0	-0.8	0.1	100.0	13.1	98.0	-9.7	5.1	-7.0
CC(=O)c1c(C)[nH]c(C(=O)N2CCN(c3ccccn3)CC2)c1C	8.0	-15.6	1.3	108.0	-7.7	105.0	-1.4	4.3	-2.2
CCOCCCNS(=O)(=O)c1ccc(NC(=O)CN2C(=O)c3ccccc3C2=O)cc1	6.0	-6.7	4.5	107.0	14.7	104.0	-8.9	3.0	22.2
CCCCC(CC)C(=O)NCC(C)NC(=O)C(CC)CCCC (stereo unspecified)	-2.0	-14.1	-0.1	95.0	13.9	94.0	-2.1	2.5	7.6
CCCC(=O)NC(=S)Nc1cccc(Cl)c1N1CCCC1	-4.0	-8.0	3.1	110.0	7.7	117.0	-8.2	1.1	6.2

Of the compounds above, these contain fluorine:
SMILES	MEKK2mut PB1 HTS	p-CIP stab down	IDE inh	MEKK2 WT-MEK5	NALP1 inh	MEKK3 PB1 HTS	M18AAP inhibitor	IDE cell activ	SUMO HTRF inh
O=C(Nc1ccccc1)C1=C[C@H](c2ccc(C(F)(F)F)cc2)C[C@H](OCc2ccc(CO)cc2)O1	-1.0	2.6	-1.7	73.0	-3.2	83.0	x	x	-38.8
O=C(NCC(F)(F)F)c1nn(Cc2ccccc2)c(=O)c2ccccc12	-4.0	-3.2	0.6	100.0	12.6	102.0	7.5	3.0	-4.5
O=S(=O)(Cc1ccccc1)N1CCCC(c2nc(-c3ccc(F)cc3)no2)C1 (stereo unspecified)	4.0	-1.4	4.1	107.0	3.0	106.0	-24.4	-8.9	-0.5

Carrying on:
SMILES	MEKK2mut PB1 HTS	p-CIP stab down	IDE inh	MEKK2 WT-MEK5	NALP1 inh	MEKK3 PB1 HTS	M18AAP inhibitor	IDE cell activ	SUMO HTRF inh
NC(=O)c1ccccc1N=Cc1ccccn1	-1.0	-0.1	-0.2	99.0	12.8	100.0	-1.9	6.2	8.7
CC1CCCCN1CCNC(=O)c1ccc2c(c1)N(Cc1cccc(Cl)c1)C(=O)c1ccccc1S2=O (stereo unspecified)	6.0	3.9	-5.7	123.0	14.3	100.0	4.2	3.8	x
O=C(CCC1CCCN(C(=O)c2ccoc2)C1)NCc1ccccc1F (stereo unspecified)	-2.0	-17.8	-5.2	98.0	-23.9	103.0	-3.5	5.0	3.3
OC1CCN(c2cc(-c3ccccc3)nc3cc(-c4ccc(F)cc4)nn23)CC1	-4.0	-7.0	0.7	95.0	0.7	102.0	5.5	1.7	8.4
CCCCCN(C(=O)CCC(=O)OCc1ccccc1C(F)(F)F)c1c(N)n(CCCC)c(=O)[nH]c1=O	1.0	-8.6	-3.3	98.0	28.1	98.0	-11.8	5.8	7.9
CC(/C=N/NC(=O)c1sc(N)nc1C)=C\c1ccccc1	0.0	-42.7	-2.1	103.0	4.7	108.0	5.4	-1.4	24.9
CC(C)(C)OC(=O)N1CCC(c2cc(=O)n3[nH]cc(C(=O)Nc4ccc(F)c(Cl)c4)c3n2)CC1	19.0	2.6	-0.1	97.0	5.8	129.0*	5.3	5.5	-1.7
C/C=C\C=C\C(=O)N1CC2(CC(c3cccc(NC(=O)COc4ccc(Cl)cc4)c3)=NO2)C[C@H]1C(N)=O (stereo partly specified)	6.0	-0.5	3.7	103.0	7.3	89.0	x	5.7	9.6
CCOC(=O)CSc1nnnn1-c1cc(OC)ccc1OC	4.0	0.4	-2.3	105.0	19.3	105.0	-8.0	-1.2	16.5
COc1ccc2ccccc2c1C1CC(=O)N2CN(C)CSC2=C1C#N (stereo unspecified)	0.0	4.1	9.1	90.0	-9.2	100.0	26.3	-26.7	20.3
O=C(NCCN1CCN(C(=O)c2ccc(Br)cc2)CC1)c1ccc(Br)cc1	4.0	-9.2	4.2	102.0	7.9	98.0	-3.3	0.3	9.6
CN1CCN(CC(=O)N/N=C/c2ccc(F)c(F)c2)CC1	0.0	-9.6	1.5	103.0	16.4	85.0	3.4	0.0	-1.5
Cn1c(CN2CCN(C(=O)c3ccccc3)CC2)nc2cc([N+](=O)[O-])ccc21	-1.0	-10.0	-4.2	103.0	39.1	105.0	3.9	2.4	9.7
CCc1nc(C#N)c(N2CCOCC2)o1	9.0	9.5	9.7	105.0	9.7	98.0	-1.9	1.4	2.6
O=C(Nc1ccc(Br)cc1F)c1ccncc1	12.0	-4.6	5.3	107.0	7.7	111.0	-0.2	-1.8	12.2
CCOC(=O)c1ccccc1NC(=S)N1CCN(C2CCCCC2)CC1	0.0	-11.5	3.3	96.0	-14.2	98.0	2.8	5.0	8.6
Cc1ccc(C(=O)N/C(=C\c2ccc(-c3cccc([N+](=O)[O-])c3)o2)C(=O)NC(C)(C)C)cc1	0.0	6.4	-0.4	104.0	21.2	112.0	-7.1	2.2	-3.1
COc1ccc(C2(C(=O)Nc3ccc(C(=O)O)cc3)CCOCC2)cc1	3.0	3.1	0.8	109.0	6.5	105.0	5.5	1.1	4.6
COc1ccc(C(Nc2ccc(S(=O)(=O)N3CCOCC3)cc2)C(=O)NCCC(C)C)cc1OC (stereo unspecified)	2.0	-21.0	-2.7	99.0	-1.8	101.0	0.6	4.5	3.8
Cc1cc(C)cc(N(C(=O)c2csnn2)C(C(=O)NC(C)(C)C)c2ccccn2)c1 (stereo unspecified)	-1.0	6.3	-3.4	98.0	-5.5	101.0	-4.4	6.4	3.7
Cc1ccc(Cl)c2c1NC(=O)C2(O)CC(=O)c1ccc(Br)cc1 (stereo unspecified)	3.0	8.1	5.7	106.0	11.6	101.0	11.1	0.1	-1.6
CC1(C)CC(NC(=O)c2cc(Cl)ccc2Cl)CC(C)(C)N1	10.0	-14.1	8.6	108.0	17.4	105.0	0.8	6.1	0.9
Cc1ccc(-c2noc(CSc3nnnn3C3CCCCC3)n2)cc1	12.0	-3.0	-0.7	115.0	6.5	118.0	8.5	7.0	-5.1
O=C(OCc1ccccc1)c1cccc(-c2nnc(-c3ccccc3)o2)c1	3.0	-15.9	-1.0	102.0	-3.6	105.0	-4.3	3.2	-7.1
Cc1oc(S(=O)(=O)N(C)C)cc1C(=O)Nc1ccc(F)cc1	-1.0	0.8	-1.2	106.0	-8.5	100.0	0.1	-4.6	-3.7
S=c1[nH]nc(CN2CCCC2)n1Cc1ccccc1	-6.0	-3.8	-2.3	95.0	-24.8	103.0	8.9	8.2	14.4
O=C(NCc1ccc2c(c1)OCO2)C(=O)NCC1OCCCN1S(=O)(=O)c1cc(F)ccc1F (stereo unspecified)	5.0	1.7	1.1	106.0	6.3	101.0	1.1	3.2	-9.8
COc1ccc(OC)c(S(=O)(=O)NCCCn2ccnc2)c1	2.0	8.9	-2.9	103.0	-8.5	97.0	4.1	5.4	-16.0
Cc1ccc(-c2n[nH]c(=S)n2/N=C/c2cc3c(cc2[N+](=O)[O-])OCO3)cc1	-7.0	-3.2	-1.8	88.0	-14.9	96.0	17.7	7.7	8.3
O=C(N/N=C/c1ccc(OC(=O)c2ccc(Br)cc2)cc1)c1ccncc1	-41.0	-6.2	4.8	61.0*[inhibitor]	17.0	66.0*[inhibitor]	-4.5	2.2	-0.6
CCCN(CCC)C(=O)CSc1ncccc1C(=O)O	-2.0	-1.3	2.2	102.0	33.8	96.0	14.7	2.5	1.6
CC1(c2ccc(O)cc2)NC(=O)N(c2ccccc2)N1 (stereo unspecified)	0.0	11.7	4.6	110.0	-8.0	118.0	12.3	-2.3	-7.2
Cc1onc(-c2ccccc2Cl)c1C(=O)N1CCN(C=O)CC1	4.0	21.0	-4.8	104.0	14.6	103.0	4.0	2.2	4.6
O=C(Nc1ccc(Cl)c(S(=O)(=O)N2CCOCC2)c1)c1cc(-c2ccccn2)nc2ccccc12	-5.0	-4.6	4.0	96.0	-2.6	108.0	5.8	5.9	5.2
O=C(NC1CCCCC1)C1CCCN1S(=O)(=O)c1cccc2nsnc12 (stereo unspecified)	0.0	-4.3	0.8	99.0	10.0	102.0	4.1	3.2	33.0
CC(C)CCOc1ccc(CO[C@@H]2[C@H]3OC(C)(C)O[C@H]3O[C@@H]2C(O)CO)cc1 (stereo partly specified)	-1.0	-8.0	2.5	101.0	16.6	99.0	-10.6	4.2	15.0
CC1CCCCN1CCCNC(=O)c1cc(Br)c(Br)[nH]1 (stereo unspecified)	25.0	-14.3	3.2	128.0	-11.7	103.0	-0.5	3.3	12.7
COc1ccc2[nH]c(C(O)(Cc3cccnc3)Cc3cccnc3)cc2c1	0.0	3.6	1.6	103.0	14.0	110.0	-11.0	5.2	-2.1
CCc1cccc(NS(=O)(=O)c2ccc(-n3cccn3)cc2)c1	4.0	-16.6	4.5	99.0	11.4	103.0	-1.0	-0.3	-10.9
COc1cccc(/C=N/NC(=O)c2cccc([N+](=O)[O-])c2)c1OS(=O)(=O)c1ccc(C)cc1	-4.0	-2.2	-0.1	89.0	-12.0	101.0	-3.1	-1.6	9.2
CC(C)(C)c1cc(C(=O)NNC(=O)Nc2ccccc2)n(Cc2ccccc2)n1	8.0	-26.9	-0.4	99.0	-11.3	100.0	9.9	2.5	-4.0
CCN1C(=O)CSc2ccc(C(=O)OC)cc21	-2.0	-1.9	1.6	105.0	12.9	122.0	-4.5	-1.5	-10.6
CC(c1n[nH]c(=S)n1-c1ccc(F)cc1)N1CCCCC1 (stereo unspecified)	-10.0	8.5	2.4	87.0	-32.8	78.0	23.2	-0.8	3.5
Cc1cc(C(=O)O)ccc1-c1ccc(/C=C2\SC(=O)N(CC(=O)Nc3ccc4c(c3)OCO4)C2=O)o1	-6.0	9.3	x	91.0	10.2	97.0	7.8	0.9	81.6*
CSc1nc2c(c(-c3ccc(O)cc3)c1C#N)CCC2	6.0	-1.0	-2.4	100.0	12.9	96.0	-1.9	-3.4	3.8
